# Source: PubChem (The Scripps Research Institute Molecular Screening Center)
# PAD4 inh – inhibitors of human PAD4. Q9UM07. AID 485272. 330,000 tested, 0.41% active. recombinant PAD4, RCA probe fluorescence polarization. inhibition, % at 6.36 µM;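 active means percent inhibition above a cutoff equal to the mean of all tested compounds plus 3 SD, cut at about 15% in these data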;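 further: 0% = PAD4 with RCA probe and DMSO and 100% = probe without PAD4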
# PREPL inh – inhibitors of human prolyl oligopeptidase-like enzyme PREPL; recombinant PREPL, fluorescence polarization activity-based probe; AID 2751; inhibition, % at 5.96 µM; 320,000 tested, 0.68% active; Q4J6C6; in the data active means inhibition above about 43%;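 further: 0% = enzyme with DMSO and 100% = wells lacking enzyme; many of its hits are not listed in these tables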
# Target sequence (Q4J6C6 whole entry, looked up): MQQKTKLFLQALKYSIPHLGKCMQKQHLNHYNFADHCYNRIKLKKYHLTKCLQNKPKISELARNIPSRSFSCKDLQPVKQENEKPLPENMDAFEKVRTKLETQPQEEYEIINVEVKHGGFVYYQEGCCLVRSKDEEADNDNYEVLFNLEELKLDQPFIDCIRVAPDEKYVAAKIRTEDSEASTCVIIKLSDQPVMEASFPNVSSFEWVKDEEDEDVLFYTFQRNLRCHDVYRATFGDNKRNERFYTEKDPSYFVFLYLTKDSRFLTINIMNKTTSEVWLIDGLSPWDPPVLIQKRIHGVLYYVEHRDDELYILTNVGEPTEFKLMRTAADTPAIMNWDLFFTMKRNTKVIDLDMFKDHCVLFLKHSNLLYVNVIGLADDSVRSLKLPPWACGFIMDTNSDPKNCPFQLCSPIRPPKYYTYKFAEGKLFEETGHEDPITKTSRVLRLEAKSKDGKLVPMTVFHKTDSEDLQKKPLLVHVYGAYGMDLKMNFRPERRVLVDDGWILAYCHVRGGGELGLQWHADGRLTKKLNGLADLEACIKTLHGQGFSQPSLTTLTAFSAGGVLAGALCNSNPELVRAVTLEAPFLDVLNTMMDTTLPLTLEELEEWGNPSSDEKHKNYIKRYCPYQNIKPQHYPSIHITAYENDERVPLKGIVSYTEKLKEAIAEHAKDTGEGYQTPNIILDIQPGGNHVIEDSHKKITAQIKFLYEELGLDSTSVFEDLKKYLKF
# PAFAH2 inh – PAFAH2 (human) inhibition; Q99487; recombinant PAFAH2, FP-rhodamine activity probe, fluorescence polarization; inhibition, % at 3.39 µM; 340,000 tested, 0.99% active; AID 492956;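 active means inhibition above the mean over all tested compounds plus 3 SD, cut at about 30% in these data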;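 further: inhibitors block probe labeling of enzyme so polarization drops; 0% = enzyme with DMSO and 100% = wells lacking PAFAH2 protein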
# PAFAH1B3 FP inh – PAFAH1B3 (human) inhibition | Q15102 | AID 492972 | 340,000 tested, 0.28% active | recombinant PAFAH1B3, FP-rhodamine probe, fluorescence polarization | inhibition, % at 3.39 µM;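 active means inhibition above the screen-wide average of all tested compounds plus 3 SD, cut at about 25% in these data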;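 further: 0% = enzyme with DMSO only and 100% = wells lacking PAFAH1B3 protein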
# GSTO1 counter – blocks human GSTO1 in RBBP9 counter-screen; inhibition, % at 5.96 µM; 300,000 tested, 1.1% active; P78417; recombinant GSTO1, activity-based probe fluorescence polarization;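 active means inhibition above the campaign mean inhibition plus 3 SD, cut at about 35% in these data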;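 further: 0% = GSTO1-1 with DMSO and 100% = wells lacking GSTO1-1 enzyme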
# ZTA DNA inh – blocks Epstein-Barr virus ZTA, an EBNA-1 counter-screen | inhibition, % at 11 µM | ZTA-DNA binding, fluorescence polarization | AID 2234 | 320,000 tested, 0.15% active; in the data active means inhibition above about 33%
# LYPLA2 inh – LYPLA2 (human) inhibition in PME1 counter-screen | AID 2177 | inhibition, % at 5.9 µM | 320,000 tested, 0.38% active | O95372 | recombinant LYPLA2, FP-Rh probe fluorescence polarization;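 active means inhibition above the screen-wide mean plus 3 SD, limit set per campaign, cut at about 26% in these data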;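 further: 0% = LYPLA2 with DMSO and 100% = wells lacking LYPLA2 enzyme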
# Target sequence (O95372 whole entry, looked up): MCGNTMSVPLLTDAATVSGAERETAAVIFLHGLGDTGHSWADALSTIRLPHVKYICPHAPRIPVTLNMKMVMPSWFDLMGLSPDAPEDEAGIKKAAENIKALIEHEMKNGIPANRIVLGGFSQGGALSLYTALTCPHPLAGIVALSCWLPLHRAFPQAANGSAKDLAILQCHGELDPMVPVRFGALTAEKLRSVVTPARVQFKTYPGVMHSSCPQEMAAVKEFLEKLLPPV
# LYPLA1 counter – counter-screen for PME1 inhibitors: inhibitors of human LYPLA1 | recombinant LYPLA1, FP-Rh probe fluorescence polarization | inhibition, % at 5.9 µM | 320,000 tested, 0.16% active;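 active means inhibition above the mean of all tested compounds plus 3 SD, set per campaign, cut at about 14% in these data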;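 further: inhibitors block serine hydrolase probe labeling of LYPLA1 so polarization falls; 0% = enzyme with DMSO and 100% = wells lacking LYPLA1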
# EBNA-1 inh – blocks EBNA-1 binding to DNA | EBNA-1 DNA binding, fluorescence polarization | inhibition, % at 14.8 µM | 300,000 tested, 0.34% active | AID 1950; in the data active means inhibition above about 28%
# * = called active by the depositor; / = no result given. Only part of the results is shown; rates above refer to the full screens.
SMILES,PAD4 inh,PREPL inh,PAFAH2 inh,PAFAH1B3 FP inh,GSTO1 counter,ZTA DNA inh,LYPLA2 inh,LYPLA1 counter,EBNA-1 inh
C=CCc1ccc(OCC(O)CN2CCC(Cc3ccccc3)CC2)c(OC)c1 (configuration not stated),-4,6,3,-5,-7,-13,-2,5,-14
NC(=O)NOCc1c(F)cccc1Cl,0,3,/,/,2,4,-3,3,1
O=C1C2C3C=CC(CC3)C2C(=O)N1/N=C/c1c[nH]c2ccccc12 (configuration not stated),3,1,7,7,4,17,3,0,-1
CCCN1CCN(CCCNC(=O)c2ccc3nc(N4CCCCC4)sc3c2)CC1,4,2,1,-2,5,-6,-3,-1,8
COCc1ccc(C(=O)N2CCCC(CCC(=O)NCc3ccccc3F)C2)o1 (configuration not stated),-4,-7,-8,-5,6,-11,7,1,-8
CN1CCN(NC(=O)c2cccc(F)c2)CC1,-5,21,3,1,1,10,-5,1,-3
CCN(c1ccccc1)S(=O)(=O)c1ccc(Cl)c(C(=O)OCC(=O)c2[nH]c(C)c(C(C)=O)c2C)c1,-2,-7,3,2,1,4,-2,-1,4
O=C(Cc1ccccc1[N+](=O)[O-])NCc1ccc2c(c1)OCO2,8,-2,-7,-1,5,2,8,2,7
CC1(C)CC(=O)C2=C(C1)Nc1ncnn1C2c1ccccn1 (configuration not stated),-5,-5,6,9,3,3,1,0,4
O=C(CSc1cccc2cccc(Cl)c12)NCc1cccs1,3,-16,-2,-2,2,-6,-6,-2,-3
CCSc1nnc(NC(=O)[C@H](C)N2C(=O)C3CC=CCC3C2=O)s1 (some centres not stated),-1,4,5,-2,2,4,5,1,3
C=CCN(C(=O)Nc1ccc(OC)cc1)c1nnc(-c2ccncc2)s1,1,6,-6,-4,0,5,-1,-3,7
O=C(CCc1ccccc1)NCCCNC(=O)CCc1ccccc1,2,2,-2,4,/,3,-1,1,/
CCCCC(=O)OCC(=O)c1[nH]c(C)c(C(C)=O)c1C,-3,1,6,0,8,4,1,6,12
COc1ccc(-c2csc(NC(=O)c3cc(=O)c4ccccc4o3)n2)cc1OC,-2,2,1,13,-9,-11,-5,0,-6
COC(=O)C1=C(C)N(c2ccc(S(N)(=O)=O)cc2)C(=O)C1,1,3,5,11,-2,-25,7,6,-7
CCN(Cc1cc2ccccc2[nH]c1=O)C(=O)c1cccc([N+](=O)[O-])c1,1,-2,/,/,-1,5,-3,-4,8
CSc1nc(C)nc(N/C=C(\C#N)S(=O)(=O)c2ccccc2Cl)n1,-4,6,5,7,8,4,-2,1,-2
COC(=O)c1cccc(-n2cnnn2)c1,-7,24,4,-2,-2,2,-1,-1,-6
COc1cccc(C2(O)CCN(CC(=O)NCC3CC3)CC2)c1,4,-8,8,3,6,20,-3,-1,10
CCCOc1ccc(-c2c(=O)n(OCC(=O)OCC)c3ccccc3[n+]2[O-])cc1,0,15,-3,7,1,-9,27*,1,0
CCCCOc1ccc(-c2n[nH]c(=S)n2Cc2ccccc2)cc1,-1,-12,-1,2,-5,-10,2,-3,-2
CSCc1c(C(=O)N2CCCc3ccccc32)oc2ccccc12,-5,-10,0,3,/,16,6,2,/
O=C(N/N=C/c1ccco1)c1cc(-c2ccccc2)n[nH]1,-3,-6,0,3,-1,20,-2,-4,8
N#CCCNC(=O)Cn1c(COc2ccc(Cl)cc2)nc2ccccc21,-2,-3,-14,-3,3,18,-1,-5,5
O=C(OCC(=O)N1CCc2ccccc21)c1cccnc1,2,19,-10,0,8,-11,8,0,-6
Cc1ccc(CN2CCN(Cc3c[nH]c4ccccc34)CC2CCO)o1 (configuration not stated),-8,6,8,2,4,17,0,-2,-2
CCOC(=O)c1sc2nc(C)nc(NC3CCC(O)CC3)c2c1C (configuration not stated),-5,8,10,-8,-12,3,-3,0,2
CCOc1ccc(NC(=O)c2c(NC(=O)CN3CCN(C)CC3)sc3c2CCC3)cc1,-2,28,-1,5,2,4,1,-1,-4
C=Cn1cc[n+](CC(=O)C(C)(C)C)c1,-1,1,-2,2,4,5,0,0,-4
COc1ccccc1CNS(=O)(=O)c1ccc2c(c1)oc(=O)n2C,2,-10,-2,1,6,0,-6,3,11
O=C(c1ccc2ccccc2c1)N1CCN(c2ccccn2)CC1,0,12,2,0,3,-1,4,0,1
CSc1ccccc1C(=O)OCC(=O)N1CCN(C(C)=O)CC1,-5,7,-5,4,/,-9,-6,-2,/
COc1cccc(CNC(=O)C23CN(Cc4ccccc4)CC2C(c2ccc([N+](=O)[O-])cc2)=NO3)c1 (configuration not stated),-3,2,8,5,-2,-2,-7,-4,-14
O=C(OCC(=O)N1CCN(c2ccccc2)CC1)c1ccccn1,2,1,14,5,2,-2,-3,-2,-3
COc1ccc(Cl)cc1NC(=O)c1ccoc1C,-3,21,2,0,11,2,11,2,-10
COCCN(Cc1nnc(-c2cccs2)o1)C(=O)CN1C(=O)NC2(CCCCC2)C1=O,4,20,4,-6,/,/,/,/,/
CCOc1ccc(C2/C(=C(/O)c3ccc(S(=O)(=O)N4CCCCC4)cc3)C(=O)C(=O)N2CCCOC)cc1OC (configuration not stated),-12,12,-6,11,3,7,0,4,3
CCC1=NN2C(=N)/C(=C/c3ccc(OS(=O)(=O)c4ccccc4)cc3)C(=O)N=C2S1,-5,-11,-9,-2,-23,8,-11,-8,1
Cc1ccc2[nH]c(=O)c(CN(Cc3cccnc3)Cc3nnnn3CCN3CCOCC3)cc2c1,0,5,5,7,-4,8,7,1,5
O=C1C=C(c2cccc(Cl)c2)C[C@@H](c2ccc3c(c2)OCO3)C1,3,-15,-5,-7,/,-8,7,5,/
COc1ccc(C(=O)COC(=O)c2ccccn2)c(OC)c1,-3,7,6,8,/,/,/,/,/
CC1(C2CC2)NC(=O)N(CC(=O)Nc2cc(S(=O)(=O)N3CCCCC3)ccc2Cl)C1=O (configuration not stated),-3,11,5,4,/,3,3,3,/
CCOC(=O)c1c(CC(C)C)csc1NC(=O)CCl,13,-8,5,7,76*,11,-4,-5,2
O=C(O)CCC(=O)N1CCN(c2cccc(Cl)c2)CC1,-4,-2,-3,6,-5,-6,12,-1,4

# Next part; the last 3 above are carried over.
SMILES,PAD4 inh,PREPL inh,PAFAH2 inh,PAFAH1B3 FP inh,GSTO1 counter,ZTA DNA inh,LYPLA2 inh,LYPLA1 counter,EBNA-1 inh
CC1(C2CC2)NC(=O)N(CC(=O)Nc2cc(S(=O)(=O)N3CCCCC3)ccc2Cl)C1=O (configuration not stated),-3,11,5,4,/,3,3,3,/
CCOC(=O)c1c(CC(C)C)csc1NC(=O)CCl,13,-8,5,7,76*,11,-4,-5,2
O=C(O)CCC(=O)N1CCN(c2cccc(Cl)c2)CC1,-4,-2,-3,6,-5,-6,12,-1,4
CCOC(=O)c1cc(CC)sc1NC(=O)COC(=O)c1ccccn1,-2,-3,0,-1,2,-10,4,3,1
CCc1cc2c(-c3ccccc3)cc(=O)oc2cc1OCC(C)=O,-2,-2,-4,10,1,-4,-1,-4,1
Cc1ccc(P(=O)(CC(=O)O)c2ccc(C)cc2)cc1,1,-4,-4,4,3,1,2,-4,-6
O=C(C1CCCN(S(=O)(=O)c2ccc(F)cc2)C1)N1CCCC1 (configuration not stated),5,-2,0,5,1,-3,6,0,5
O=C(NCc1ccncc1)c1ccc(NS(=O)(=O)c2ccc(F)cc2)cc1,7,13,-2,0,/,-20,4,-1,/
CC(C)C(=O)NCc1cc(-c2ccc(Cl)cc2)no1,-3,8,0,6,5,-19,10,5,-7
Cn1nc2c(c1C(=O)N1CCCC(C(=O)c3cc(F)ccc3F)C1)CCCC2 (configuration not stated),3,-4,1,-11,4,-4,-2,-2,10
CS(=O)(=O)c1ccc(-c2sc3ccccc3c2C(=O)NCCCN2CCOCC2)cc1,-2,16,1,6,/,/,/,/,/
CCn1cc(C(=O)N(C)c2cc(C)ccc2OC)c2cc(OC)c(OC)cc2c1=O,0,-3,3,0,-3,1,2,0,-16
O=C(CN1C(=O)NC2(CCCCC2)C1=O)N1CCN(S(=O)(=O)c2ccccc2)CC1,-9,8,-2,-6,9,-12,3,4,-21
CC(C)(C)C(=O)NC(=S)NCc1ccccc1,2,-1,-4,2,1,-9,2,1,-2
O=C(Cc1ccc([N+](=O)[O-])cc1)N1N=C2CCCCC2C1(O)C(F)(F)F (configuration not stated),1,2,/,/,4,14,-4,-4,5
CCN(CC)C(=S)Nc1ccc([N+](=O)[O-])cc1,-9,4,-3,12,-1,-12,-2,-4,3
Cc1cc(=O)c(C(=O)O)nn1-c1ccccc1[N+](=O)[O-],-3,-5,18,7,6,2,2,4,5
COc1ccc(-c2nc(CSCC(=O)N3CCN(C4CCCCC4)CC3)c(C)o2)cc1OC,-4,-4,8,-4,8,4,-2,-1,1
Cc1oc(-c2cccs2)nc1CS(=O)CC(=O)NCc1ccc2c(c1)OCO2 (configuration not stated),4,6,1,2,9,-6,10,2,1
COc1cccc(-c2cc3onc(-c4ccccc4)c3c(=O)n2C)c1,-1,-3,-3,-4,5,-1,1,-3,4
COc1cccc(CN2CCN(C(=O)CC(C)C)CC2)c1,-6,9,0,1,13,4,3,-2,1

# Three entries out of the list, ordered by length of the SMILES, ascending:
SMILES,PAD4 inh,PREPL inh,PAFAH2 inh,PAFAH1B3 FP inh,GSTO1 counter,ZTA DNA inh,LYPLA2 inh,LYPLA1 counter,EBNA-1 inh
COc1cccc(CN2CCN(C(=O)CC(C)C)CC2)c1,-6,9,0,1,13,4,3,-2,1
Cc1ccc(P(=O)(CC(=O)O)c2ccc(C)cc2)cc1,1,-4,-4,4,3,1,2,-4,-6
CCOC(=O)c1cc(CC)sc1NC(=O)COC(=O)c1ccccn1,-2,-3,0,-1,2,-10,4,3,1
